High-throughput results from PubChem BioAssay.
E coli Lon inh = inhibits E. coli Lon protease; P0A9M0; 360,000 tested, 0.42% active; AID 602123; inhibition, % at 7.94 µM; purified E. coli Lon protease, fluorescence polarization; in the data active = inhibition above about 13%, passing the limit was not always enough;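 also: 0% = enzyme with probe and DMSO and 100% = no enzyme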
SKN-1 block = C. elegans SKN-1 inhibition; 360,000 tested, 0.49% active; C. elegans VP596 Pgst-4::GFP/RFP ratio, acrylamide-induced, 24 h; inhibition, % at 21.8 µM;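 active = interference check ratio from 0.5 to 1.5 plus GFP to RFP signal ratio inhibition reaching or exceeding a fixed threshold, cut at about 30% in these data, passing the limit was not always enough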; also: some compounds called inactive have numbers as strong as hits
NRP1-CendR mod = NRP-1/CendR interaction modulation | O14786 | FAM-RPARPAR peptide binding to NRP-1, fluorescence polarization | inhibition, % at 25 µM | 360,000 tested, 0.85% active | AID 602438;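 active = inhibition or corrected inhibition above about 18%, plus a signal ratio from 0.5 to 1.5, limit read from the data, passing the limit was not always enough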; also: strong numbers were not always called active
MLLE-PAM2 inh = blocks PAM2 peptide binding to the PABP1 MLLE domain; P11940; 360,000 tested, 0.36% active; inhibition, % at 20 µM; AID 588489; GST-MLLE / FITC-PAM2 fluorescence polarization; in the data active = inhibition above about 35%, passing the limit was not always enough;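 also: plate controls were DMSO wells with GST-MLLE for no effect and wells lacking GST-MLLE protein for full effect; some results filed as inactive read as strong as hits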
Rin1-Abl PPI inh = blocks binding of human Rin1 to Abl. P00519+Q13671. TR-FRET Rin1/Abl binding, biochemical. inhibition, % at 7.35 µM. 360,000 tested, 0.4% active. AID 588664; in the data active = inhibition above about 5%, passing the limit was not always enough
MsrA act = bovine methionine sulfoxide reductase A activation. AID 602163. 360,000 tested, 0.3% active. activation, % at 10.6 µM. purified bovine MsrA, absorbance read-out; in the data active = activation above about 7.5%;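 also: 0% = vehicle and 100% = reference activator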
MT1-MMP act inh = MT1-MMP (human) activation inhibition; P50281; HT1080 RFP-PRO-GFP cells, GFP/RFP ratio fluorescence, overnight; percent of plate control window, DMSO zero; GFP/RFP ratio change, % at 20 µM; 360,000 tested, 0.061% active; AID 651647;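 active = GFP/RFP ratio change of at least 30% with cell ATP level not reduced by more than half and red fluorescence within 50% of control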; also: strong numbers were not always called active
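Assay system: HT1080 cells carrying an RFP-PRO-GFP reporter | Dosing: Single dose of 20 µM compound, 1% DMSO final | Incubation: Cells overnight before dosing, compound overnight, 37 °C, 5% CO2 | Evaluation: GFP/RFP fluorescence ratio | Control set: DMSO and RFP-L50D-GFP cell wells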
Neddyl block = inhibitors of human cullin neddylation | P61081+Q13564 | TR-FRET cullin neddylation, biochemical | calls only at 25 µM | 360,000 tested, 0.58% active | AID 651699; in the data active = inhibition above about 36%
Target sequence (P61081 whole entry, looked up): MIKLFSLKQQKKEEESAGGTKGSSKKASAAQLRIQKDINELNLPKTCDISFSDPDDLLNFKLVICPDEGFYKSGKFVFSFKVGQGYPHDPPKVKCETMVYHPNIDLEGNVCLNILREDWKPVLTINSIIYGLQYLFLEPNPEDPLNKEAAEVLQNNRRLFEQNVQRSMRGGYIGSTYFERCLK
Target sequence (Q13564 whole entry, looked up): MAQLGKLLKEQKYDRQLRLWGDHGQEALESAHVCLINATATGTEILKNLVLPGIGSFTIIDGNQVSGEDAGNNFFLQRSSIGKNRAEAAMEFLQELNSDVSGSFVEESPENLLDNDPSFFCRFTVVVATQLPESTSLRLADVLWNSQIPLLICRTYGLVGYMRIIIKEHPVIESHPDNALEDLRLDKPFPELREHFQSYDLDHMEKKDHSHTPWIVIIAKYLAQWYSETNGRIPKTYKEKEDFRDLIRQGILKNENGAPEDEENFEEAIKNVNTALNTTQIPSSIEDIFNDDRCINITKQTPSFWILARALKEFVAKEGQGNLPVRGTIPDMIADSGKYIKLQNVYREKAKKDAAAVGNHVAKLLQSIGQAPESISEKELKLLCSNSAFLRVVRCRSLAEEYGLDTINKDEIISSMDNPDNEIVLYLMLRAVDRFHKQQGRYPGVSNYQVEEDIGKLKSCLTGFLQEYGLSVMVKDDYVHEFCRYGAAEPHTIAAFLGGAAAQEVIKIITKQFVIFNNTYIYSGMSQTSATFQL
FAS TE block = blocks the thioesterase domain of human fatty acid synthase; P49327; recombinant FAS-TE, OMFH fluorogenic substrate, fluorescence endpoint; inhibition, % at 15 µM; 360,000 tested, 0.67% active;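 active = compounds whose normalised, plate-corrected inhibition of enzyme fluorescence in the single-dose primary screen is 50% or more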;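 also: 0% = DMSO with enzyme and 100% = substrate without enzyme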
The depositor's hits bear a star; i = inactive; . = not tested or not shown; & = joins results of further samples.

SMILES	E coli Lon inh	SKN-1 block	NRP1-CendR mod	MLLE-PAM2 inh	Rin1-Abl PPI inh	MsrA act	MT1-MMP act inh	Neddyl block	FAS TE block
Cc1oc2c(CN3CCC(C)CC3)c(O)ccc2c(=O)c1-c1ccccc1	-4	14	6	-5	-1	-2	0	.	-5
CCOC(=O)C1CCN(C(=O)Nc2ccc(Cl)cc2Cl)CC1	11	4	-1	1	3	-1	1	i	6
CCOc1ccc(CN(Cc2ccco2)S(=O)(=O)c2ccc(-n3cnnn3)c(OC)c2)cc1	0	-13	1	1	6	-1	2	i	25
O=[N+]([O-])c1cc(C(F)(F)F)ccc1N1CCN(CCO)CC1	12	7	15	-9	-5	-2	3	i	-6
O=C(CSc1ccc(-c2cccnc2)nn1)Nc1ccccc1F	-7	-7	14	-10	-2	-5	2	i	-4
COc1ccc(CCNC(=O)c2ccccc2)cc1	-4	8	-2	-8	0	-1	0	i	-5
CCn1c(=O)c2c(n3c(=S)[nH]nc13)-c1ccccc1CC21CCCCC1	7	-2	4	8	2	-3	4	i	4
N/C(=N\O)c1ccc([N+](=O)[O-])s1	3	-7	-11	18	-4	2	5	i	-4
COC(=O)c1cccc(NC(=S)NCc2ccc(F)cc2)c1	-13	5	46*	-6	6	-7	0	i	8
Cc1ccc2nc(Nc3ccc(F)cc3)c3nncn3c2c1	-113	10	-7	-18	2	-1	5	i	-2
COc1ccc(C(NC(=O)C2CCN(CCCc3ccccc3)CC2)c2ccccn2)cc1 (configuration not stated)	-13	5	-3	-2	-2	-4	6	i	-4
O=C(CCS(=O)(=O)c1cccc2nsnc12)NC1CCCCC1	-2	23	2	17	2	3	-1	i	0
N#C/C(=N\Nc1ccc(Br)cc1)C(=N)N1CCOCC1	1	1	-13	6	0	-4	1	i	-4
Cc1ccc(S(=O)(=O)N2CC(=O)NC(=O)C2)cc1	-7	-3	12	-8	5	-2	2	i	-1
Cc1sc2ncn(/N=C/c3ccco3)c(=O)c2c1C	-6	14	-15	-9	-3	-4	-5	i	-3
Cc1ccc(S(=O)(=O)N2CCOCC2)cc1NC(=O)CSc1cccc[n+]1[O-]	-9	-8	-5	7	-1	2	2	i	-10
Cc1nnc(SCCn2c(N3CCCC(C)C3)nc3c2c(=O)[nH]c(=O)n3C)s1 (configuration not stated)	-4	-21	0	8	-1	-15	-8	i	-4
CSC1=NC(=O)/C(=C\c2cccc3ccccc23)S1	5	6	5	21	-2	-7	-3	i	0
CCC1CC(C)(C(=O)Nc2ccc(S(N)(=O)=O)cc2)OC1=O (configuration not stated)	-1	10	0	5	0	-3	-1	i	-6
CN(C(=O)COc1ccc(Cl)cc1Br)C1CCCCC1	3	3	-7	-1	-2	-3	2	i	24
Cc1ccc(NC(=O)c2ccc(=O)[nH]c2)cc1S(=O)(=O)N1CCCCC1	-2	1	2	-17	-3	-9	2	i	-3
COc1ccc(CCNC(=O)CCS(=O)(=O)c2cccc3nsnc23)cc1OC	1	-3	11	-1	-2	-2	4	i	-6
Cc1nnc(NC(=O)c2cccc(S(=O)(=O)N3CC(c4ccccc4)CC3=O)c2)s1 (configuration not stated)	-5	-7	3	-15	-5	-5	-13	i	-5
COc1ccc(O)c(/C=N/Nc2nc(C)cc(-c3ccccc3)n2)c1	2	-1	5	-9	1	-1	3	i	28
O=C1CC(N2CCC(c3nc4ccccc4o3)CC2)C(=O)N1 (configuration not stated)	-9	-1	2	13	-3	-1	7	i	-2
CCOC(=O)C1CCN(C(=O)/C=C/c2cccs2)CC1	-9	8	1	-1	-2	-8	0	i	-5
CN1CCN(C(=S)NC(=O)c2ccc(Br)cc2)CC1	-6	-16	3	-15	2	-8	3	i	-5
COc1ccccc1C1OCC(C)([N+](=O)[O-])CO1 (configuration not stated)	3	3	2	-11	2	-3	-4	i	-3
Cc1c(Cl)cccc1-n1cnc(=O)c2ccccc21	-7	2	2	-4	-2	-1	3	i	-4
CCN(CC)c1ccc(NC(=O)c2ccc(NC(=O)C3CCCO3)cc2)c(C)c1 (configuration not stated)	1	8	3	-15	-2	-2	3	i	-4
CCCNC(=S)N1CCC(NC(=O)Nc2ccc(C)cc2)CC1	4	-3	6	-116	1	-4	2	i	-2
Cc1cccc(Nc2nc(NC(C)C)nc(Oc3ccc(=O)n(C)n3)n2)c1	-2	3	-6	-6	-1	-1	7	i	2
O=C(NCc1ccccc1)c1ccc2nc(N3CCOCC3)sc2c1	2	2	-1	1	-3	-2	-1	i	-3
c1ccc(N2CCOCC2)c(Nc2nc3ccccc3n3cnnc23)c1	-67	14	-2	-3	-1	-4	2	.	11
CCCCOP(=O)(OCCCC)C1(NS(=O)(=O)c2ccccc2)C=CC(=O)c2ccccc21 (configuration not stated)	15	-11	11	5	4	-9	8	i	6
O=C(CN1C(=O)CCC1=O)c1ccc(-c2ccccc2)cc1	-12	0	-10	-3	0	-2	0	i	-8
CC(C)(CO)NCc1ccc(Br)cc1	-2	6	1	5	-4	-4	0	i	-5
CC(OC(=O)CCOc1ccccc1)C(=O)Nc1ccc(Cl)cn1 (configuration not stated)	2	1	-2	-7	2	-15	-5	i	1
CCOc1ccc(/C=N/Nc2nc(=O)[nH]nc2C)cc1OC	0	-4	4	-9	-4	-6	6	i	-5
CC1CCCCN1C(=O)CSCC(=O)Nc1nc(-c2cccs2)cs1 (configuration not stated)	-5	-4	-5	-2	-2	-4	-2	i	0
Cc1cc(-c2nnc(SCC(=O)N3C(C)CCCC3C)o2)no1 (configuration not stated)	3	2	4	3	-4	1	-3	i	-4
COC(=O)C1=C(C)N(C)C(=S)NC1c1ccc(Cl)cc1 (configuration not stated)	-5	10	2	-93	0	-4	5	i	1
CC1(C)CC2CC(C)(CN2Cc2cccc([N+](=O)[O-])c2)C1 (configuration not stated)	-5	14	4	-3	3	-3	0	i	11
CC(C)CNC(=O)NC(=O)COC(=O)c1cccc(NS(=O)(=O)c2ccc(F)c(F)c2)c1	8	5	-5	-4	-3	0	1	i	1
Cn1nc(C(F)(F)F)c2cc(C(=O)Nc3ccc(F)cc3)sc21	-13	17	-7	5	-3	-1	4	i	18
CCCCn1c(=O)[nH]c(=O)c2c1nc(-c1ccc(-c3ccccc3Br)o1)n2CCOC	-12	0	-24	29	-4	-5	-4	i	2
Cc1cc(C)n(/N=C/c2cc([N+](=O)[O-])ccc2O)c(=O)c1	3	10	10	7	1	-3	-1	i	-4
CC/C(=N\NC(=O)c1ccc(N(C)C)cc1)c1ccccc1	-9	-7	17	10	-2	-3	2	i	-10
CC1CCCN(S(=O)(=O)c2ccc(C(=O)Nc3nnc(-c4ccccn4)o3)cc2)C1 (configuration not stated)	-2	10	-3	-5	2	-8	-2	i	-9
CC(C)=C1C2C=CC1C1C(=O)N(c3ccc4c(c3)OCO4)C(=O)C21 (configuration not stated)	-4	-11	9	14	0	-5	2	i	-6

Shown as a hit in NRP1-CendR mod, of those listed so far:
mol,E coli Lon inh,SKN-1 block,NRP1-CendR mod,MLLE-PAM2 inh,Rin1-Abl PPI inh,MsrA act,MT1-MMP act inh,Neddyl block
COC(=O)c1cccc(NC(=S)NCc2ccc(F)cc2)c1,-13,5,46*,-6,6,-7,0,i

The list goes on.
SMILES	E coli Lon inh	SKN-1 block	NRP1-CendR mod	MLLE-PAM2 inh	Rin1-Abl PPI inh	MsrA act	MT1-MMP act inh	Neddyl block	FAS TE block
Cc1ccc(C(=O)Nc2cccnc2)cc1[N+](=O)[O-]	4	2	-6	-6	1	-4	4	i	0
O=C(NCc1ccco1)c1ccc(-c2ccccc2Cl)o1	0	12	-1	-2	-3	-11	-5	i	8
Cc1ccc(Nc2cc(C)nc3ncnn23)c(C)c1	-8	5	-13	11	1	2	1	i	-4
COc1ccc(S(=O)(=O)N(C)CC(=O)NCc2ccco2)cc1OC	-3	-6	5	-6	-1	-10	0	i	-4
CC(C)c1ccc(N2C(=NC(=O)C3CCCO3)SC3CS(=O)(=O)CC32)cc1 (configuration not stated)	-1	-7	-7	0	2	0	3	i	-4
CCOc1ccccc1NC(=O)COC(=O)C1CCC(=O)N1 (configuration not stated)	1	10	-1	0	1	-1	0	i	-9
O=C(COc1ccccc1[N+](=O)[O-])NNC(=O)Nc1cccc2ccccc12	-7	-1	4	2	-3	-2	-1	i	25
O=C(Cc1ccc(F)cc1)OCN1C(=O)c2ccccc2C1=O	-14	9	-8	2	-3	-4	4	i	20
O=C(CCNS(=O)(=O)c1ccc(Br)cc1)NCc1ccc2c(c1)OCO2	0	-9	11	6	-4	-2	5	i	-4
COc1ccccc1CCC(=O)Nc1ccc2c(c1)c(=O)n(C)n2C	-12	-5	-14	14	-1	-2	-1	.	-6
C[C@@H]1CN([C@H](C)CO)C(=O)c2cccc(NC(=O)c3ccncc3)c2O[C@@H]1CN(C)Cc1ccc(C(=O)O)cc1	-12	-3	-2	-17	0	-1	-1	i	-11
CC1(C)CCC(=O)N2CC[C@H]3c4cc5ccccc5nc4C[C@@H]1[C@H]32	16	-15	14	11	-1	-2	-3	i	-7
O=[N+]([O-])c1ccccc1N=NNc1ccccc1	-2	15	18	-6	-6	-4	2	i	19
O=C(NCc1ccc(Cl)nc1)c1csc(COCCO)n1	7	14	-1	2	4	-3	-6	i	-5
COc1cccc(CN2CCN(Cc3cccc4c3OCO4)CC2CCO)c1 (configuration not stated)	-3	6	9	1	-2	-3	-4	i	-6
CCn1c(CCn2ccnc2C)n[nH]c1=S	-8	18	-4	37	0	4	-2	i	-8
CC1(C)CC(NC(=O)Cc2ccccc2[N+](=O)[O-])CC(C)(C)N1	-3	-1	12	5	-1	-1	6	i	-12
COc1ccc(CNC(=O)CC2C[C@H](C(=O)N3CCOCC3)[C@@]3(CCC4CCCC4)c4[nH]c5ccccc5c4CCN3C2=O)cc1OC (some centres not stated)	-4	20	-8	8	0	-3	-17	i	77*
CC(=O)O[C@]1(C(C)=O)CC[C@H]2[C@@H]3C[C@H](C)C4=CC(=O)CC[C@]4(C)[C@H]3CC[C@@]21C	0&3	7&3	20&-12	6&4	0&1	-1&0	-5&1	i	21&12
COc1ccccc1NC(=O)Nc1ccnn1C1CCN(C(=O)c2cscn2)CC1	-1	12	6	9	0	-2	2	i	-2
Cc1cc(NS(=O)(=O)c2ccc(NC(=O)/C=C/c3ccccc3Cl)cc2)no1	0	-6	-3	-7	1	-5	8	i	-3
Cc1nc2nc(C)c(NS(=O)(=O)c3ccc4c(c3)CCCC4)c(=O)n2[nH]1	4	-11	0	-10	2	-11	-1	i	-5
COc1ccc(C(=O)NCCc2c[nH]c3ccccc23)cc1	-3	-14	8	-4	5	-3	3	i	-2
O=C(CNC(=O)Cc1ccc(Cl)cc1)NCc1ccco1	-3	0	4	6	0	-2	1	i	-5
Cc1ccc(-c2cc(C(=O)N/N=C/c3ccco3)n[nH]2)s1	1	-11	-1	1	-1	-5	4	i	-4
Cc1ccc(NNC(=O)Nc2ccc(Cl)cc2)nn1	11	-3	-3	-13	-1	-3	4	i	0
O=S(=O)(NCc1c(Cl)cccc1Oc1ccccc1)c1ccc(F)cc1	-6	-10	15	0	1	0	2	i	44

Record cards, from the list above.
Entry for `Cc1ccc(S(=O)(=O)N2CCOCC2)cc1NC(=O)CSc1cccc[n+]1[O-]` : E coli Lon inh = -9; SKN-1 block = -8; NRP1-CendR mod = -5; MLLE-PAM2 inh = 7; Rin1-Abl PPI inh = -1; MsrA act = 2; MT1-MMP act inh = 2; Neddyl block = i; FAS TE block = -10
Entry for `O=C(CN1C(=O)CCC1=O)c1ccc(-c2ccccc2)cc1` : E coli Lon inh = -12; SKN-1 block = 0; NRP1-CendR mod = -10; MLLE-PAM2 inh = -3; Rin1-Abl PPI inh = 0; MsrA act = -2; MT1-MMP act inh = 0; Neddyl block = i; FAS TE block = -8
Entry for `CCOc1ccccc1NC(=O)COC(=O)C1CCC(=O)N1` (configuration not stated) : E coli Lon inh = 1; SKN-1 block = 10; NRP1-CendR mod = -1; MLLE-PAM2 inh = 0; Rin1-Abl PPI inh = 1; MsrA act = -1; MT1-MMP act inh = 0; Neddyl block = i; FAS TE block = -9
